Nrf2 inh: inhibitors of Nrf2 signaling; A549 ARE-Fluc reporter, luciferase luminescence, 18-24 h; Potency, µM (titrated, usually from 46 µM), without a hit: at the highest dose activity change, negative = inhibition, actives largely listed as inhibitors; actives 2.1% (n = 360,000); further: potency means the concentration at half of the fitted maximal effect; on the % scale 0 is the no-effect control and ±100 the full control effect; nearly all actives have a fitted effect of over 60% in size
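Reporter: ARE-Fluc in A549. Exposure: 18-24 h, 37 °C, 5% CO2, 5% FBS OPTI-MEM. Readouts: fluorescent cytotoxicity (CellTiter-Fluor), then luminescent Nrf2 signal after BugLite.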
Nrf2 activator: Nrf2 pathway activation | AREc32 ARE-luciferase reporter (MCF7-derived line), luminescence, 24 h | Potency, µM (titrated, usually from 46.1 µM), inactives show at the top dose activation, hits mostly activators | actives 0.31% (n = 410,000) | AID 624171; further: potency means the concentration at half of the fitted maximal effect; % of control where 0% means no effect; nearly all actives have a fitted effect of over 65% in size
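AREc32_Fluc, 1000 cells/well, OPTI-MEM + 5% FBS, o/n 37 deg C 5% CO2; 23 nL cpd by pin tool, 24 hr; Steady-Glo 30 min RT, luminescence.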
A549 tox: A549 cytotoxicity, counter-screen for Nrf2 inhibitors; A549 ARE-Fluc cells, CellTiter-Fluor viability, 18-24 h; Potency, µM (titrated, usually from 46 µM), for inactives: at the highest dose activity change, negative = cytotoxicity, most hits filed as inhibitors; actives 0.16% (n = 390,000); further: potency means the concentration at half of the fitted maximal effect; on the % scale 0 is the no-effect control and ±100 the full control effect
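Cytotoxicity counterscreen: CellTiter-Fluor fluorescence was measured in A549 ARE_Fluc cells after 18-24 h of compound exposure in a concentration series. The subsequent BugLite luminescent read reports ARE-luciferase activity.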
S2 tox: viability counter-screen for ATXN expression inhibitors; S2 cells (HEK-293 line with an ATXN2-luciferase reporter) viability, CellTiter-Fluor protease fluorescence, 24 h; Potency, µM (top dose mostly 56.7 µM), actives largely listed as cytotoxic; actives 0.49% (n = 400,000); further: potency means the concentration at half of the fitted maximal effect; nearly all actives have a fitted effect of over 40% in size
MCF10A rereplic: induces DNA re-replication in MCF 10a normal breast cells | Potency, µM (highest dose often 46.1 µM), for inactives: at the highest dose activity, positive = re-replication, actives largely listed as activators | MCF 10A DNA re-replication, Hoechst nuclear intensity, 48 h | actives 2.9% (n = 350,000); further: potency means the concentration at half of the fitted maximal effect; % of control where 0% means no effect; nearly all actives have a fitted effect of over 50% in size
ATXN2 expr inh: inhibitors of ATXN2 expression | HEK-293 ATXN2-luciferase reporter, luminescence, 24 h | Potency, µM (titrated, usually from 57 µM), inactives show at the top dose activity change, negative = inhibition, usual class: inhibitors | actives 0.72% (n = 360,000); further: potency means the concentration at half of the fitted maximal effect; on the % scale 0 is the no-effect control and ±100 the full control effect; nearly all actives have a fitted effect of over 55% in size
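ATXN2-luciferase reporter cells (luciferase flanked by upstream and downstream ATXN2 gene portions) were treated 24 h at 37 °C with compounds at up to 57 uM. SteadyGlo luminescence gave expression; GF-AFC fluorescence gave viability.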
TGFb inhibitor: TGF-b pathway inhibition. HepG2 CAGA-GFP TGF-b/SMAD3 reporter, GFP fluorescence, 18 h; TGF-beta stimulated, 500 pg/mL final. Potency, µM (series often up to 46.1 µM), inactives show top-dose activity, negative = inhibition, actives largely listed as inhibitors. actives 1.2% (n = 410,000). AID 588855; further: potency means the concentration at half of the fitted maximal effect; on the % scale 0 is the no-effect control and ±100 the full control effect; nearly all actives have a fitted effect of over 65% in size
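HEPG2 CAGA-GFP, 1000 cells/well; 2 h settle, 37 C; cpd via pin tool; TGF-b 500 pg/mL final; 18 h, 37 C; GFP imaging ex488/em500-530; %Activity normalised to -TGF-b and +DMSO controls; CRC fit, curve class.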
HepG2 viability: HepG2 cytotoxicity, counter-screen for TGF-b inhibitors; HepG2 CAGA-GFP viability, ATP luminescence, 18 h; Potency, µM (top dose mostly 46.1 µM), for inactives: top-dose activity change, negative = cytotoxicity, most hits filed as cytotoxic; actives 0.76% (n = 410,000); AID 588856; further: potency means the concentration at half of the fitted maximal effect; some results filed as inactive show a strong effect at the top dose
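CellTiter-Glo luminescence gave cytotoxicity after 18 hours at 37 degrees C. The cells were HepG2 CAGA-GFP in 1% FBS DMEM, stimulated with 500 pg/mL TGF-beta after compound addition. %Activity was normalised to no-cell wells (complete cell-killing) and DMSO (no toxicity), and curves were fitted and classified.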
IL-1B inflam inh: inflammasome signaling inhibition, IL-1 beta readout. THP-1 LPS/ATP IL-1B secretion, AlphaLISA, 16 h; stronger effect = lower value. activity change, % at 57.5 µM. actives 4.7% (n = 360,000); in the data active means activity change below about -50%; inconclusive means mostly about -30% to -49%; further: on the % scale 0 is the no-effect control and ±100 the full control effect
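THP-1 cells pretreated 1 hr with compounds (up to 57.5 uM final), then stimulated with LPS (250 ng/mL final) plus ATP (1.25 mM final); secreted IL-1B measured by AlphaLISA after 16 hr, decreased signal indicating inhibition.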
Starred values were filed as active, the others as inactive; i = inactive; ? = inconclusive; . = no result given; & = joins results of further samples; [ ] = remark or other dose. Unless noted, the call rests on the fitted dose curve; in most records, active means well fitted curve in the direction sought with a large enough effect; inconclusive means small, poorly fitted or top-dose-only effect, or another doubt; inactive means no such curve, though single readings can be large; an effect the other way counts as inactive or inconclusive.

SMILES	Nrf2 inh	Nrf2 activator	A549 tox	S2 tox	MCF10A rereplic	ATXN2 expr inh	TGFb inhibitor	HepG2 viability	IL-1B inflam inh
Cc1oc2ncn(CC(C)C)c(=O)c2c1C(=O)Nc1cc(F)ccc1F	9%	0.0%	4%	?	.	35µM*	-5%	3%	.
CCOC(=O)c1[nH]c(CSc2nnnn2-c2ccccc2C)c(C(=O)OCC)c1C	-5%	-0.2%	-22%	i	22%	-1%	29%	-14%	-20
FC(F)(F)COc1ccc(-c2nnc(SCc3c(Cl)cccc3Cl)o2)cn1	5%	-0.3%	-2%	i	0%	9%	-1%	7%	10
Cc1ccc(S(=O)(=O)N(CC(=O)Nc2c(C)cccc2C)c2cccc(Cl)c2)cc1	?	0.1%	-8%	.	.	.	?	-13%	.
C[C@H]1CN([C@@H](C)CO)C(=O)CCCn2nncc2CO[C@H]1CN(C)S(=O)(=O)c1ccccc1F	.	0.1%	.	i	.	7%	0%	-4%	-4
O=S(=O)(c1ccccc1F)N1CCC(Oc2ccc(-n3cnnn3)cc2)CC1	?	3.5%&-0.5%	1%&-14%	i	-1%	.	?	-27%&-31%	-1
O=C(c1ccco1)N1CCN(C2CC(=O)N(c3ccccc3)C2=O)CC1 (stereo unspecified)	10%	-0.6%	-2%	i	5%	0%	0%	0%	-7
COc1ccc(OC(=O)c2ccncc2)cc1	1%	-0.3%	-2%	i	8%	-12%	6%	1%	15
COc1ccc2c(CC(=O)NNC(=O)c3cccs3)coc2c1	?	3.1%	2%	i	-1%	13%	5%	0%	0
CCCC1(c2ccccc2)NC(=O)NC1=O (stereo unspecified)	0%	-1.2%	-1%	i	-15%	3%	1%	6%	1
O=C(Nc1cc([N+](=O)[O-])ccc1Cl)C1CC1	11%	-0.4%	-3%	i	-6%	4%	10%	23%	28
CCOC(=O)Cc1ccc(Nc2nc3cc(-c4sccc4C)sc3c(=O)n2C)cc1	.	0.2%	.	?	.	-22%	?	-27%	0
Cc1ccc(C(=O)Nc2cccc(-c3nc4cccnc4s3)c2C)cc1	?	3.2%	2%	i	.	-3%	?	-15%	.
CC(=O)CSc1nnc(-c2ccco2)n1-c1ccccc1	-6%	-0.6%	1%	i	3%	.	7%	1%	15
O=C(NCc1ccc(F)cc1)c1cc(-c2ccc(Cl)cc2)n[nH]1	?	0.4%	-2%	.	.	.	?	-41%	.
N#Cc1c(NCCN)nc(-c2ccccc2)c2c1CCCC2	.	4.6%	-3%	?	?	-12%	?	-74%	-55*
CC(=O)N(C)c1ccc(NC(=O)Nc2ccccc2C)cc1	?	2.6%	2%	i	-2%	30%[activator]	0%	-20%	16
CN(CC(=O)Nc1ccc(F)cc1)C(=O)c1ccc(-c2ccc(F)cc2)o1	.	1.2%	.	i	.	.	14%	19%	-8
CCCNC(=O)c1cnc2c(-c3ccc(OCC)c(OCC)c3)c(C)nn2c1-c1ccccc1	?	0.2%	-1%	i	.	-7%	17%	-9%	.
CCOc1ccc2[nH]c(=O)c(CN(Cc3ccccc3OC)C(=O)c3ccccc3)cc2c1	.	-0.3%	-16%	i	21µM*	-14%	3%	-13%	-10
O=C(Nc1c(C(=O)N2CCN(c3ccc(F)cc3)CC2)oc2ccccc12)c1c(F)cccc1F	-31%	2.7%	10%	i	.	-7%	-3%	-22%	.
COc1ccc(C(=O)Nc2ccc(-c3nnn(CC(=O)N4CCN(C(=O)c5ccco5)CC4)n3)cc2)cc1	-6%	-1.2%	-1%	i	-3%	9%	-3%	-1%	0
Cc1ccc(N=C2SC(C(=O)NCCc3ccccc3)CC(=O)N2C)cc1C (stereo unspecified)	-2%	0.4%	4%	i	-1%	0%	19%	-6%	-23
Cc1ccc(CCNC(=O)NC(C)(C)C)cc1	13%	-0.8%	1%	?	1%	26%	3%	-4%	-2
COc1ccc(CNC(=O)COC(=O)/C=C/c2cccc(Br)c2)cc1OC	-3%	-0.4%	-2%	i	-4%	3%	4%	0%	13
Cc1ccc(-n2c(CNc3cccc(Cl)c3)n[nH]c2=S)cc1	-2%	-1.0%	-3%	i	-6%	-2%[11.3 µM]	-9%	-1%	24
CCC(C)(C)n1nnnc1CN(Cc1cc2cc(OC)c(OC)cc2[nH]c1=O)C1CCCC1	26%	0.5%	-8%	?	?	2%	-3%	4%	-11
CN1C(=O)C2(c3ccccc31)N(C)CC(c1ccccn1)C21SC(=S)N(Cc2ccco2)C1=O (stereo unspecified)	-9%	12%	-6%	i	15%	11%	1%	-24%	-22
Cc1cc(CNC(=O)COC(=O)Cn2[nH]c(=O)c3ccccc3c2=O)cc(C)c1O	5%	-0.7%	9%	i	-2%	-8%	14%	-2%	5
CC1Cc2ccccc2N1C(=O)CN1CCN(Cc2ccccc2)CC1 (stereo unspecified)	6%	-0.3%	1%	i	9%	7%	-14%	-7%	-15
CCOC(=O)c1ccccc1NC(=O)COc1coc(CN2CCc3ccccc32)cc1=O	-14%	-0.1%	3%	?	24%	-6%	-16%	-13%	15
NC(=O)C1(N2CCCCC2)CCN(c2ccc3nnc(-c4ccccc4)n3n2)CC1	-18%	3.8%	0%	i	-12%	-10%	-2%	4%	-5
COc1ccc(CCNC(=O)CCS(=O)(=O)c2ccc3c(c2)NC(=O)C(C)S3)cc1OC (stereo unspecified)	5%	-0.3%	15%	i	-5%	-17%	1%	1%	33
O=C(COC(=O)CN1C(=O)NC2(CCCC2)C1=O)Nc1c(Cl)cccc1C(F)(F)F	2%	0.2%	-4%	i	2%	8%	2%	-3%	5
COC(=O)[C@]12CCCCC=C1N(CCC1=CCCCC1)C(=O)[C@H](CC(=O)N1CCOCC1)C2	.	-0.8%	.	?	.	-2%	.	.	3
COC(=O)c1cc(NC(=O)c2ccc3c(c2)NC(=O)c2ccccc2S3)cc(C(=O)OC)c1	0%	-0.3%	5%	.	.	.	12%	16%	.
CN1CCN(C(=S)c2cn(Cc3ccc(Br)cc3)c3ccccc23)CC1	-16%	4.7%	2%	i	-3%	.	?	-29%	-11
O=C(CSc1nnc(-c2ccncc2)n1Cc1ccco1)OC1CCCCC1	.	0.1%	0%	i	0%	-17%	-8%	-6%	27
FC(F)(F)c1cc(Cl)c2nc(-c3cccc(Cl)c3)c(Cc3cccc(Cl)c3)n2c1	.	9.4%	.	i	.	10%	.	.	9
COc1ccc(/C=C/C(=O)N2CCN(c3ccccn3)CC2)cc1OC	-8%	0.4%	4%	i	0%	4%	-1%	1%	8

Not a retest: 2 of the compounds above.
SMILES	Nrf2 inh	Nrf2 activator	A549 tox	S2 tox	MCF10A rereplic	ATXN2 expr inh	TGFb inhibitor	HepG2 viability	IL-1B inflam inh
FC(F)(F)c1cc(Cl)c2nc(-c3cccc(Cl)c3)c(Cc3cccc(Cl)c3)n2c1	.	9.4%	.	i	.	10%	.	.	9
COc1ccc(/C=C/C(=O)N2CCN(c3ccccn3)CC2)cc1OC	-8%	0.4%	4%	i	0%	4%	-1%	1%	8

A draw from above in order of SMILES length, falling:
SMILES	Nrf2 inh	Nrf2 activator	A549 tox	S2 tox	MCF10A rereplic	ATXN2 expr inh	TGFb inhibitor	HepG2 viability	IL-1B inflam inh
COC(=O)[C@]12CCCCC=C1N(CCC1=CCCCC1)C(=O)[C@H](CC(=O)N1CCOCC1)C2	.	-0.8%	.	?	.	-2%	.	.	3
CCOc1ccc2[nH]c(=O)c(CN(Cc3ccccc3OC)C(=O)c3ccccc3)cc2c1	.	-0.3%	-16%	i	21µM*	-14%	3%	-13%	-10
CCOC(=O)c1ccccc1NC(=O)COc1coc(CN2CCc3ccccc32)cc1=O	-14%	-0.1%	3%	?	24%	-6%	-16%	-13%	15
Cc1ccc(C(=O)Nc2cccc(-c3nc4cccnc4s3)c2C)cc1	?	3.2%	2%	i	.	-3%	?	-15%	.
CC1Cc2ccccc2N1C(=O)CN1CCN(Cc2ccccc2)CC1 (stereo unspecified)	6%	-0.3%	1%	i	9%	7%	-14%	-7%	-15

(cont.)
SMILES	Nrf2 inh	Nrf2 activator	A549 tox	S2 tox	MCF10A rereplic	ATXN2 expr inh	TGFb inhibitor	HepG2 viability	IL-1B inflam inh
Cc1cccc(N2CCN(C(=O)CC(NC(=O)c3ccccc3Cl)c3ccccc3)CC2)c1C (stereo unspecified)	-7%	-0.4%	-2%	i	?	?	?	0%	-4
O=C(Nc1nnc(SCc2ccc(Cl)cc2)s1)C1CCCO1 (stereo unspecified)	-8%	0.7%	8%	i	9%	1%	-14%	-3%	-13
Cc1cc(C)nc(N2CCC(C(=O)NCc3ccccc3)CC2)n1	8%	-0.7%	-3%	i	1%	6%	0%	-11%	22
COCCNC(=O)CSc1c2c(nc3ccc(Cl)cc13)CCCC2	1%	?	5%	?	?	.	-15%	-47%	?
O=C(COC(=O)/C=C/c1ccccc1Cl)NC1CC1	.	9.1%	.	?	.	.	-21%	-7%	0
O=C(/C=C/c1cc([N+](=O)[O-])ccc1OC(F)F)Nc1ccc(OC(F)F)cc1	-15%	14%	0%	i	-3%	?	-2%	-7%	-1
Cc1cc(C(=O)CN2C(=O)C(=O)N(Cc3ccccc3)C2=O)c(C)n1Cc1ccc(F)cc1	-1%	0.1%	-8%	i	5.2µM*	?	-14%	-13%	0
Cc1oc(C(C)(C)C)cc1C(=O)Nc1ccc(C(=O)O)cc1	?	3.2%	-8%	i	-10%	56%[activator]	-22%	-3%	43
Clc1ccc(-c2noc(CCCc3ccccc3)n2)cc1	?	-0.3%	-22%	.	-4%	.	0%	-9%	12
Cc1ccc(C)c(OCCn2nnc3ccccc32)c1	2%	4.5%	1%	.	4%	.	-10%	-7%	-3

Assay outcomes deposited in PubChem BioAssay by National Center for Advancing Translational Sciences (NCATS).
